Shn3 3UTR inh: reduces Shn3 3'UTR luciferase signal in osteoblasts; Clone20 osteoblast Shn3 3'UTR firefly luciferase, 24 h; inhibition, % at 12.5 µM; 360,000 tested, 0.52% active;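 active means mean inhibition of at least 75% with every replicate also reaching 75%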;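 further: 0% = median of neutral control wells and 100% = pilot-screen positive control compound; some compounds past the cut are filed as inactive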
TROY signal inh: inhibitors of TROY-dependent NF-kB signaling | Q293 LMP1-TROYcd NF-kB luciferase reporter, 4 h | inhibition, % at 10 µM | 360,000 tested, 0.98% active | AID 1347056;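 active means compounds whose plate-normalised and pattern-corrected inhibition of the luciferase reporter signal at the single screening dose is 50% or more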
CF NFkB block: cystic fibrosis NF-kB activation inhibition; 360,000 tested, 0.86% active; inhibition, % at 5 µM; KKLEB NF-kB-GFP reporter, PAF-induced, GFP fluorescence overnight; AID 588850;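 active means at least 50% inhibition at 5 µM, scaled per plate between neutral and stimulator controls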;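 further: PAF is a Pseudomonas aeruginosa culture filtrate used as stimulus; plate controls were PAF-stimulated DMSO wells for no effect and unstimulated DMSO wells for full effect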
NR2E3 ag-1: agonists of human nuclear receptor NR2E3. Q9Y5X4. GST-NR2E3/biotin-RetCOR TR-FRET, 1536-well. inhibition of corepressor binding, % at 4.78 µM. 320,000 tested, 0.12% active. AID 2300;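 active means percent inhibition above the cutoff of mean plus 3 SD of all tested compounds, set per screening campaign, cut at about 20% in these data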;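 further: 0% = DMSO wells and 100% = biotin wells as full block of FRET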
Target sequence (Q9Y5X4 whole entry, looked up): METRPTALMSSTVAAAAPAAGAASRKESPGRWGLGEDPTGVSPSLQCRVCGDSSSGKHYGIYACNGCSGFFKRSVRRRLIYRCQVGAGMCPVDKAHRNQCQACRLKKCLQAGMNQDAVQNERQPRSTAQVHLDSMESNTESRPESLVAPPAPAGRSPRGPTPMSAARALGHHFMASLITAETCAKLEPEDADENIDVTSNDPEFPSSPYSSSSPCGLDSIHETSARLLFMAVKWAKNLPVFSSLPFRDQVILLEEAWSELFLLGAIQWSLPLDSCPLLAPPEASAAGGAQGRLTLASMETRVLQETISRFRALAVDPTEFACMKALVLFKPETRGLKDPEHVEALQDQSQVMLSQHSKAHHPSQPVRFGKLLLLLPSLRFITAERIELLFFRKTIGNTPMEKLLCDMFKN
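Material: NR2E3–RetCOR corepressor complex / Incubation: Compound–protein incubation for 5 h at 4 °C / Dosing: compound at 4.8 µM, single dose / Detection: time-resolved FRET / Benchmarks: high control biotin, low control 0.6% DMSO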
Peg3 prom inh: reduces Peg3 promoter-driven luciferase expression in HeLa | HeLa PEG-Prom luciferase reporter, luminescence, overnight | inhibition, % at 20 µM | 360,000 tested, 1.7% active | AID 588405;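 active means inhibition of at least 50% at 20 µM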
MITF TRPM1 inh: inhibitors of MITF-driven TRPM1 promoter in melanoma cells; SK-MEL-5 TRPM1 promoter luciferase, 24 h; inhibition, % at 12.5 µM; 330,000 tested, 0.83% active; AID 488899;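 active means mean inhibition across replicates of 60% or more, whatever share of single replicates reaches that level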; further: values of inactives mirror those of a sister screen read the other way
TWEAK-Fn14 inh: blocks TWEAK-Fn14 interaction in a reporter cell assay | TWEAK-stimulated Fn14 reporter cells, luciferase luminescence, 8 h | inhibition, % at 10 µM | 360,000 tested, 2% active; in the data active means inhibition above about 50%
KKLEB tox: CF airway cell cytotoxicity counter-screen. KKLEB CF airway cells viability, ATPlite luminescence, overnight; hits give low values; cells stimulated with P. aeruginosa culture filtrate. AID 602141. activity change (cytotoxicity), % at 5 µM. 360,000 tested, 0.36% active;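 active means corrected activity change at or below -50% at 5 µM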
TRAIL sens C8: caspase-8 TRAIL sensitization; 360,000 tested, 1% active; inhibition (viability loss, TRAIL sensitization), % at 10 µM; AID 624354; NB7+C8 cells + TRAIL, ATPlite viability luminescence;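 active means compounds causing at least 50% loss of cell viability in the single-dose screen, relative to plate controls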
NR2E3 ag-2: agonists of human NR2E3 nuclear receptor | Q9Y5X4 | CHO-S Gal4-NCOR/VP16-NR2E3 two-hybrid, luciferase | inhibition of corepressor binding, % at 3.98 µM | 360,000 tested, 0.35% active | AID 602229;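 active means inhibition above the mean of all tested compounds plus 3 SD, cut at about 70% in these data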;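 further: 0% = DMSO with NR2E3 transfected cells and 100% = cells lacking NR2E3 construct; higher means lower luciferase signal from less NR2E3 corepressor binding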
HIF-2a inh: HIF-2a inhibition | 786-0 RCC cells HIF-2a reporter, luciferase luminescence, overnight | inhibition, % at 18.8 µM | 360,000 tested, 0.72% active;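 active means inhibition of the luminescence signal of 40% or more relative to plate controls, in a single-dose primary screen at 18.75 µM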
* marks the source's active call; other numbers are inactive results; x = not tested or not shown.

SMILES	Shn3 3UTR inh	TROY signal inh	CF NFkB block	NR2E3 ag-1	Peg3 prom inh	MITF TRPM1 inh	TWEAK-Fn14 inh	KKLEB tox	TRAIL sens C8	NR2E3 ag-2	HIF-2a inh
CCN(CC)C(=O)/C(=C/c1cn(S(=O)(=O)N(C)C)c2ccccc12)NC(=O)c1ccc(OC)cc1	19	-11	-2	1	9	0	10	4	-3	-5	12
COC(=O)[C@H]1C[C@@H]1[C@H](NC(=O)c1cnccn1)c1ccccc1	-12	-1	-13	3	-7	-2	-6	4	-5	-11	1
c1ccc(-n2nnnc2Oc2ccc(-c3nnco3)cc2)cc1	-34	-9	13	-2	-2	-6	6	9	-11	-7	-12
COc1ccccc1OCCC(=O)OCC(=O)Nc1ncc(Cl)cc1Cl	9	-1	0	1	10	0	5	6	-12	-6	19
O=C(CN1CCCCCC1)Nc1ccc(Br)cn1	1	15	4	1	-8	4	-6	0	8	8	-30
Cc1ccccc1C(=O)NC(=S)NCC1CCCO1 (stereo unspecified)	1	-16	-15	2	0	9	2	2	-2	-13	3
Cc1noc(C)c1COc1ccc(C(=O)OCC(=O)Nc2ccc(S(N)(=O)=O)cc2)cc1	-5	-3	-2	0	-22	0	-4	5	4	-21	3
COC(=O)c1ccc(COc2ccc(/C=C/C(=O)c3ccc(OC)c(CSCC(=O)O)c3)cc2OC)cc1	-4	24	0	5	-5	8	-17	6	-9	-36	-6
CCCCN1C(=O)C(CC(=O)NCc2ccco2)CC(C(=O)N2CCOCC2)=C1C (stereo unspecified)	-9	-8	-10	x	-6	x	5	-1	5	-3	1
O=S(=O)(NCCOCC(F)(F)F)c1ccc2oc3ccccc3c2c1	0	17	-2	3	9	3	26	-4	7	19	15
CCOc1ccc(CCNC(=O)COC(=O)/C=C/c2ccccc2)cc1OCC	9	-6	18	-2	-3	1	0	-13	-12	-7	-1
COCC(=O)N1CCN(c2cccc(C(F)(F)F)c2)CC1	13	2	12	3	5	-2	-12	9	-5	-3	1
COc1ccc(-c2csc(NCCc3nc4cc(Cl)c(Cl)cc4n3CCCO)n2)cc1	7	16	14	4	34	7	8	-15	-14	-26	-18
Cc1cc(=O)oc(C)c1C(=O)NCCC1=CCCCC1	9	-9	-8	-1	3	1	-17	-4	-11	-26	1
COc1ccccc1COC(=O)c1cccc(S(=O)(=O)N2CCCC2)c1	-2	2	-2	x	-1	-6	4	6	1	-4	-19

6 neighbouring records already listed, quoted:
SMILES	Shn3 3UTR inh	TROY signal inh	CF NFkB block	NR2E3 ag-1	Peg3 prom inh	MITF TRPM1 inh	TWEAK-Fn14 inh	KKLEB tox	TRAIL sens C8	NR2E3 ag-2	HIF-2a inh
O=S(=O)(NCCOCC(F)(F)F)c1ccc2oc3ccccc3c2c1	0	17	-2	3	9	3	26	-4	7	19	15
CCOc1ccc(CCNC(=O)COC(=O)/C=C/c2ccccc2)cc1OCC	9	-6	18	-2	-3	1	0	-13	-12	-7	-1
COCC(=O)N1CCN(c2cccc(C(F)(F)F)c2)CC1	13	2	12	3	5	-2	-12	9	-5	-3	1
COc1ccc(-c2csc(NCCc3nc4cc(Cl)c(Cl)cc4n3CCCO)n2)cc1	7	16	14	4	34	7	8	-15	-14	-26	-18
Cc1cc(=O)oc(C)c1C(=O)NCCC1=CCCCC1	9	-9	-8	-1	3	1	-17	-4	-11	-26	1
COc1ccccc1COC(=O)c1cccc(S(=O)(=O)N2CCCC2)c1	-2	2	-2	x	-1	-6	4	6	1	-4	-19

(cont.)
SMILES	Shn3 3UTR inh	TROY signal inh	CF NFkB block	NR2E3 ag-1	Peg3 prom inh	MITF TRPM1 inh	TWEAK-Fn14 inh	KKLEB tox	TRAIL sens C8	NR2E3 ag-2	HIF-2a inh
CCOC(=O)C1CCCN(C(=O)CCCn2c(=O)c3cccn3c3cccnc32)C1 (stereo unspecified)	4	-12	0	5	7	11	5	-1	-43	3	9
COc1ccc(N2CC(C(=O)Nc3ccccc3C(=O)NCc3ccco3)CC2=O)cc1 (stereo unspecified)	6	3	0	2	-3	10	4	1	-8	-12	12
Cc1cc(NC(=O)Cn2cnc3sc(C)c(C)c3c2=O)no1	-5	8	2	x	3	x	-8	7	-9	-9	20
Cc1sc2nc(SCC(=O)NCc3ccco3)n(Cc3ccccc3)c(=O)c2c1C	1	9	2	38*	12	10	13	-2	-14	-36	8
COc1ccc(CCC(=O)Nc2sc(C(=O)N(C)C)c(C)c2C#N)cc1	5	11	19	x	21	6	1	-15	-8	1	0
Cc1ccc(C(=O)Nc2ccc3ccccc3c2)cc1	53	54*	-26	0	3	22	87*	-44	83*	-90	-121
O=S(=O)(/N=C(\Nc1ccc(F)cc1)C(F)(F)F)c1ccccc1	4	-10	-15	-2	12	-8	14	13	-11	-23	-13
COc1cc2c(cc1OC)C(COc1ccc([N+](=O)[O-])cc1)N(C(C)=O)CC2 (stereo unspecified)	51	21	25	-1	21	1	8	-11	-6	14	21
Cc1cccc(C(=O)NCC(c2cccs2)N2CCOCC2)c1 (stereo unspecified)	-29	-6	20	-6	-10	-8	3	-12	10	-4	15
Cc1cc(=O)[nH]c(SCc2cccc(Br)c2)n1	13	-6	3	2	-4	3	6	2	-3	24	6
CC(C)(C)OC(=O)c1c(N)n(CCCN2CCCC2=O)c2nc3ccccc3nc12	11	11	-8	1	13	6	18	0	-1	-30	-13
COc1ccc2sc(-c3ccc(S(C)(=O)=O)cc3)c(C#CCO)c2c1	-19	46	-13	x	-2	-21	77*	0	32	-15	-160
CCC/C(O)=C1\C(=O)CC(c2ccccc2)CC1=NCCc1c(C)[nH]c2ccccc12 (stereo unspecified)	11	9	9	2	31	x	30	14	18	-16	-4
Cc1ccc(C2=NN(CC(=O)NCc3cccs3)C(=O)CC2)cc1	-2	0	-29	3	21	3	-6	6	5	-1	12
O=C(Nc1nc(-c2ccccc2)cs1)C1COc2ccccc2O1 (stereo unspecified)	-11	x	-10	-2	-95	-21	8	8	-4	-26	-83
CN1CCN(C(CNC(=O)c2ccc(Br)o2)c2ccc(F)cc2)CC1 (stereo unspecified)	-15	-33	-5	1	-4	2	12	13	-12	-4	-1
COc1ccc(S(=O)(=O)Nc2ccccn2)c(C)c1C	5	-15	-4	-2	14	4	10	12	-3	-42	25
CCn1c(SCC(=O)N2CCCC2)nc2ccccc2c1=O	-3	14	-4	-3	6	-25	9	-6	-5	6	14
COc1ccc(C(=O)OCC(=O)NC2CC2)cc1	-15	-4	9	x	-3	x	8	0	-17	3	-5
CCOc1ccc2nc(NS(=O)(=O)c3ccc(NC(C)=O)cc3)sc2c1	-26	2	-4	1	13	-10	5	8	0	6	10
CNC(=O)COc1coc(CN2CCN(c3ccc(F)cc3)CC2)cc1=O	-1	0	-13	-2	-8	-2	13	11	-7	-2	9
COc1cc(C(=S)N2CCCCC2)ccc1OCC(=O)Nc1ccccc1Cl	6	-4	10	0	-60	-18	-7	-2	-2	-10	-117
CCOC(=O)c1c(/N=C/c2cccc(C)c2O)sc2c1CCN(C)C2	-4	2	17	2	11	-2	13	-2	-4	4	1
Cc1nc(C)n(CC(O)COc2ccc(C(=O)c3ccccc3)cc2)n1 (stereo unspecified)	10	25	20	-4	-1	8	17	-7	0	-3	7
COc1ccc(N2CSC3=C(C#N)C(c4cccc(OC)c4OC)CC(=O)N3C2)cc1 (stereo unspecified)	-66	2	4	5	-48	-22	-2	3	-4	-42	-97
NS(=O)(=O)c1cnccc1NCCc1ccccc1	22	12	-7	-5	11	x	-1	8	8	-12	6
CCN(CC)CC(=O)N1N=C(c2cccs2)CC1c1ccco1 (stereo unspecified)	-3	13	0	0	-1	7	15	0	-11	-8	16
CSc1nnc(C)c(/C=C/Nc2ccc(F)cc2)n1	-3	-16	-17	-3	1	6	-4	6	4	-31	3
CSc1ccccc1C(=O)N(C)C(c1ccccc1)c1ccccc1	-1	-14	7	2	22	-4	-11	-13	3	-43	15
Clc1ccc(-c2[nH]ncc2N=Nc2ccccc2)cc1	4	1	-55	3	-9	-16	-40	6	11	-13	-17
COc1ccc(-c2csc(N(CCCN3CCOCC3)C(=O)c3ccco3)n2)cc1	-5	-18	2	-1	27	11	26	-12	16	-14	-2
CCCCn1c(SCC(=O)c2ccccc2)nc2c1c(=O)[nH]c(=O)n2C	10	-4	4	3	28	6	18	-14	-7	-23	10
CCC(C)N(C(=O)COc1ccc(NC(C)=O)cc1)C1CCS(=O)(=O)C1 (stereo unspecified)	1	12	3	-1	1	-1	11	-2	-2	4	8
O=C1N(CC(=O)N2CCc3ccccc32)CCN1Cc1ccccc1Cl	5	-9	5	0	7	4	-4	-6	6	5	18
Cc1ccc(NC(=O)CN2CCN(S(=O)(=O)c3cccs3)CC2)cc1S(=O)(=O)N(C)C	3	-8	-9	0	9	16	17	3	-3	3	12
Cc1ccc(NC(=O)C2CC(=O)N/C(=N/N=C/c3ccco3)S2)cc1C (stereo unspecified)	-7	4	1	-3	22	5	1	-1	9	-37	20
CN(C(=O)c1ccccc1)c1ccc(OCC(=O)NC2CCS(=O)(=O)C2)cc1 (stereo unspecified)	8	-13	-1	-3	-5	1	1	-1	6	-17	2
Cc1ccn2c(C(C)O)nnc2c1 (stereo unspecified)	10	12	-11	x	1	x	-12	14	8	4	0
Cc1ccccc1OCC(=O)OCC(=O)c1ccc(-c2ccccc2)cc1	-20	3	-2	1	1	-17	-10	0	-5	8	4
Cc1csc(OCC(=O)Nc2ccc(C)c(C)c2)n1	-4	-18	7	1	9	-1	-4	2	-1	-17	-12
Cc1cc(C)nc(SCC(=O)c2ccc(F)c(C)c2)n1	8	-26	8	3	-51	-7	-31	-12	3	-8	-53
CCc1nn(C(C)C(=O)NC(C)CCc2ccco2)c(=O)c2cc3occc3n12 (stereo unspecified)	1	-2	-21	0	2	10	17	18	-9	-33	18
O=[N+]([O-])c1ccc(/C=N/Nc2nc(N3CCCCCC3)nc(N3CCCCCC3)n2)o1	1	0	-9	1	21	21	14	-2	-16	-7	19
CCc1ccc(/C=N/NC(=O)C(=O)NCCCN2CCOCC2)cc1	-10	-8	5	-1	7	7	-1	5	-3	-41	20
COc1ccc(C)cc1NC(=O)CN1CCCC1c1ccc2c(c1)OCCCO2 (stereo unspecified)	22	12	-7	x	16	9	-26	-7	16	10	6
CC(C)Cn1c(=O)[nH]c(=O)c2c(C(F)(F)F)cc(-c3ccccc3)nc21	x	4	18	3	28	-20	-57	-16	-17	-5	11
CCOC(=O)N1CCN(C(=O)CCCCn2c(=S)[nH]c3ccsc3c2=O)CC1	12	9	-12	0	14	9	-17	-17	-2	6	25
CCOC(=O)CN1C(=O)C(=O)N(Cc2cccc(C)c2)C1=O	-2	4	7	-1	6	-1	7	-4	-8	-2	12
CN(C)c1ccc(C(CNC(=O)c2ccccc2Br)c2c[nH]c3ccccc23)cc1 (stereo unspecified)	4	-4	0	0	6	11	9	7	-3	12	6
Cc1ccc(OCCN2CCOCC2)cc1C	-16	-1	6	3	-39	-15	7	3	-21	-34	-107
CC(=O)Nc1cc2ccc(OC(C)=O)cc2oc1=O	0	5	9	2	-1	x	8	1	4	-20	-10

Some of the compounds tested. The share of hits here may be higher or lower than overall.
